Cav3 T inh = Cav3.2 calcium influx blockers – cell-based, Fluo-4 calcium fluorescence, FDSS, MLSMR library, primary screen | Cav3.2-expressing cells; hits give low values | AID 449739, 2010 | 100,000 tested, 4% active | B-score at 10 µM;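 active = single-dose well whose peak fluorescence ratio is a statistical outlier from its plate by either plate-standardised score or position-corrected B-score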
Target sequence (O95180 whole entry, looked up): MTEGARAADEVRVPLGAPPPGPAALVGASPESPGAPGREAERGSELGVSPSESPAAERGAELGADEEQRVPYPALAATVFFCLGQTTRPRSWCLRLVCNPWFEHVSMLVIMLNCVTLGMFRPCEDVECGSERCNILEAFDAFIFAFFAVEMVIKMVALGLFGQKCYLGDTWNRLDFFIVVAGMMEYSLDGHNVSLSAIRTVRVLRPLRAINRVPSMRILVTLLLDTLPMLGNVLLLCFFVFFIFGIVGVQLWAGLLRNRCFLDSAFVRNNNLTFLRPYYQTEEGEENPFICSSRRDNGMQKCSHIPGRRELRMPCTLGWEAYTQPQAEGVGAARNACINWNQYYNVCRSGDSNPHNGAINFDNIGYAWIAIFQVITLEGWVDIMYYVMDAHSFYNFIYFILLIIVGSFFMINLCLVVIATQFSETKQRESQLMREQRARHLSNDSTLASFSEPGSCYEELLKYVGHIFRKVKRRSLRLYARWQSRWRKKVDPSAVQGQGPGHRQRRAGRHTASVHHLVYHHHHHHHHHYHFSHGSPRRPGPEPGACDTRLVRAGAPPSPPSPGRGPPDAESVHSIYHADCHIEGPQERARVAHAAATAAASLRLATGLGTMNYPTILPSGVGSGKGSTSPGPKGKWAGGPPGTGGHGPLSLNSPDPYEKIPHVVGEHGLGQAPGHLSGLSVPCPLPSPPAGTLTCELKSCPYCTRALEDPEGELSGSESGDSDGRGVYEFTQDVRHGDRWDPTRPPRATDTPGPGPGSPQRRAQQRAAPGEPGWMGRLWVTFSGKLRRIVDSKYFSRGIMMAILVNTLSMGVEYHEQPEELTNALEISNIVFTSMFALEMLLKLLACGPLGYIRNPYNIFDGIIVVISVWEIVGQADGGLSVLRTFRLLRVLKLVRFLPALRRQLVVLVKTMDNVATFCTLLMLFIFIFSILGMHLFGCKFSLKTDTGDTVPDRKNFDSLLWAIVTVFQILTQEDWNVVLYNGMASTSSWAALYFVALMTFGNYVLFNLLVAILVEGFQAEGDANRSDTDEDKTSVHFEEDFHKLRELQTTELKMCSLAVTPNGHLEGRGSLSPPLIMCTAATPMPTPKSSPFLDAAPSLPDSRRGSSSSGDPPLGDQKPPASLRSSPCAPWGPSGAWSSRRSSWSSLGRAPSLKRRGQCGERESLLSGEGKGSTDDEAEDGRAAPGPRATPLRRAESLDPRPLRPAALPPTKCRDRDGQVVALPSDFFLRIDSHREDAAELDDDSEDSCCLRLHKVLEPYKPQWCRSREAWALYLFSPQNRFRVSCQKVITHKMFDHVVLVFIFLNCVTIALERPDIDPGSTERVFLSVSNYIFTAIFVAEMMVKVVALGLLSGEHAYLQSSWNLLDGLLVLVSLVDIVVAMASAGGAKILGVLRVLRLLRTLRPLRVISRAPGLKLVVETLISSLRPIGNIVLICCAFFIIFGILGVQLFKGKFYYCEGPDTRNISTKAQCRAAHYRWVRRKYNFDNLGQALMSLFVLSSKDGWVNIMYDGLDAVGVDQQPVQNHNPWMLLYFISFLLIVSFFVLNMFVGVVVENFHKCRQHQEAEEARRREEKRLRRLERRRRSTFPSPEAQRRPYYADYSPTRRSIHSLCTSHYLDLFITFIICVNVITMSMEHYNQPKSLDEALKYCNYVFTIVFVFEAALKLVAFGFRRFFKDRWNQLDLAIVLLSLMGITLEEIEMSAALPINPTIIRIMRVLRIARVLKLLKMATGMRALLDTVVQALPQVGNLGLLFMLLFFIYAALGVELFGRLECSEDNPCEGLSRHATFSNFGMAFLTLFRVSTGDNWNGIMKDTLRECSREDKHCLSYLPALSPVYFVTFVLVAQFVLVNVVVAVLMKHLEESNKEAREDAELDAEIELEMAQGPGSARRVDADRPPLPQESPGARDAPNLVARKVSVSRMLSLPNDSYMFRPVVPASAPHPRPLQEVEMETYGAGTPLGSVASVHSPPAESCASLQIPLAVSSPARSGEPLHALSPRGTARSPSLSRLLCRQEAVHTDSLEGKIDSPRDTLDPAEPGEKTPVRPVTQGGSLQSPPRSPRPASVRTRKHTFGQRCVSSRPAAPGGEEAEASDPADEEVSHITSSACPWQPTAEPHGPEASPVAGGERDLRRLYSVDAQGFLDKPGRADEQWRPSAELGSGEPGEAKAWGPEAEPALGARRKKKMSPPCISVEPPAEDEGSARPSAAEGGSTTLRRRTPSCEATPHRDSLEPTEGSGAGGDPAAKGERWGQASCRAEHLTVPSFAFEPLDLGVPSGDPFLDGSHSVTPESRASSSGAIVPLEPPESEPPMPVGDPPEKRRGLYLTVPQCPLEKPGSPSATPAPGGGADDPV
An asterisk follows results filed as active. These rows are one share of the data. The share of hits here may be higher or lower than overall.

Cav3 T inh | compound
1.4 | Cc1cc(-c2ccccc2)nc2[nH]n(-c3ccccc3)c(=O)c12
0.36 | CN1CCN(c2ncccc2S(=O)(=O)N2CCCCC2)CC1
0.68 | Cc1cc(NC(=O)C2COc3ccccc3O2)no1 (stereo not given)
0.54 | CCOC(=O)C1CCCN(c2c(Nc3cc(C)cc(C)c3)c(=O)c2=O)C1 (stereo not given)
0.13 | CCOC(=O)N1CCN(C(=O)C2CCN(S(=O)(=O)c3ccc(Cl)cc3)CC2)CC1
-0.22 | CC(C)N1C(=O)/C(=C/c2nc3ccccc3c(=O)n2-c2ccccc2)c2ccccc21
0.51 | CCOC(=O)C1=C(Nc2ccccc2)OCC1=O
-0.045 | Fc1cnc(N2CCc3ccccc32)nc1N1CCc2ccccc21
-0.018 | CCOC(=O)c1sc(=S)n(-c2cccc(C(F)(F)F)c2)c1SC
-0.41 | C[C@]12C=CC(=O)C=C1CC[C@@H]1C2=CC[C@]2(C)[C@@H](C(=O)CN3CCN(c4cc(N5CCCC5)nc(N5CCCC5)n4)CC3)CC[C@@H]12
0.36 | Oc1c(Cl)cc(Cl)cc1CNc1ccc(Br)cn1
-0.52 | OCCN1CCN(C2Cc3cc(Cl)ccc3Sc3ccc(Cl)cc32)CC1 (stereo not given) (tested in a mixture with another compound)
0.39 | CCCN1CNC(=S)N(c2cc(C)ccc2C)C1
1.4 | COc1cc(NS(=O)(=O)c2ccc(NC(=O)C34CC5CC(CC(C5)C3)C4)cc2)ncn1
-0.75 | Cc1nc(N2CCN(Cc3ccc4c(c3)OCO4)CC2)nc2c1C(=O)CC(c1ccco1)C2 (stereo not given)
0.24 | CC(C)Sc1nc2c(c(=O)n1C)SC(C)C2 (stereo not given)
0.61 | CCN1C(=O)c2ccccc2S(=O)c2ccc(C(=O)N3CCCC3)cc21 (stereo not given)
-0.34 | CCOc1ccc(S(=O)(=O)N(C)C)cc1-c1nc2c(C(C)(C)C)nn(C)c2c(=O)[nH]1
-0.67 | CCOn1c(=O)c(-c2cc3ccccc3o2)[n+]([O-])c2ccccc21
0.17 | CC1CCN(C(=S)NCCc2ccccc2)CC1
0.58 | CCOC(=O)C[C@H]1c2cc(F)ccc2S(=O)(=O)N1C(C)C
-1.6 | c1ccc(CN2CCN(c3nc(N4CCOCC4)c4ccccc4n3)CC2)cc1
0.0062 | O=C(/C=C/Nc1ccccc1OC(F)(F)F)C(F)(F)F
-0.038 | COc1ccc(Br)cc1C1SCCN1S(C)(=O)=O (stereo not given)
0.36 | CC12CCC(C(=O)NCc3ccc4c(c3)OCO4)(CC1=O)C2(C)C (stereo not given)

Reprinted from the part before: two compounds, followed by the next part.
Cav3 T inh | compound
-0.038 | COc1ccc(Br)cc1C1SCCN1S(C)(=O)=O (stereo not given)
0.36 | CC12CCC(C(=O)NCc3ccc4c(c3)OCO4)(CC1=O)C2(C)C (stereo not given)
0.88 | OCCOCCNc1ncnc2c1cnn2-c1ccc(Cl)cc1
-5.8* | CCOC(=O)C1=C(C)N(Cc2ccccc2)C(=O)NC1c1ccc(OC)cc1 (stereo not given)
0.72 | Cc1cc(NC(=O)C2CC=CCC2C(=O)O)no1 (stereo not given)
-1.4 | COc1ccc(-c2nc(C)sc2CC(=O)O)cc1
-2.1 | CCOc1ccccc1NC(=O)C1CCCN1C(=O)OCc1ccccc1 (stereo not given)
0.029 | Cn1cccc1CNC(=O)Nc1ccccc1
0.19 | Cn1c(-n2c(CCCN3C(=O)c4ccccc4C3=O)nc3ccccc3c2=O)nc2ccccc21
0.069 | COC(=O)CC1(c2ccccc2)C(=O)c2ccccc2C1=O
1.5 | CC(=O)NC1(c2cccc(F)c2)CCN(CC(=O)NC2CCCCC2)CC1
0.078 | COc1ccccc1N1C(=O)C2CC(C)=C(C)CC2C1=O (stereo not given)
-0.086 | COc1cc(C)c(C(C)C)cc1S(=O)(=O)N1CCOCC1
0.44 | COCCCNC(=O)CCCn1c(=O)c2ccccc2n(CC(=O)Nc2c(C)cccc2C)c1=O
0.33 | COc1ccc(S(=O)(=O)Cc2ccc(C(=O)N3CCOCC3)o2)cc1
0.68 | Cn1c(SCc2ccccc2)nnc1C1CCCNC1 (stereo not given)
1 | CSc1oc(-c2ccccc2)nc1S(=O)(=O)c1ccc(C)cc1
0.52 | O=c1sc(N2CCN(c3ccccc3F)CC2)nc2ccsc12
0.31 | CCOC(=O)N1CCC(NC(=O)Cn2nc(Cc3ccncc3)c3ccccc3c2=O)CC1
0.15 | CSc1ccccc1C(=O)NCC1CCCO1 (stereo not given)
-0.97 | COC(=O)c1cc(OC)c(OC)cc1NC(=O)c1cccnc1
0.039 | CCOC(=O)c1cc(-c2ccccc2)nn1CC1CC(c2ccc(Cl)cc2)=NO1 (stereo not given)
-1.2 | CC1CCc2ccccc2N1C(=O)c1cccs1 (stereo not given)
-0.32 | CCCCCCCCCCCCN1[C@@H](CC(=O)OC)c2cc(F)ccc2S1(=O)=O
0.12 | O=S(=O)(/N=C(\Sc1ccc(Cl)cc1)c1ccccc1)c1ccccc1
0.045 | COc1cccc(Nc2c(F)c(F)c(F)c(F)c2C(=O)O)c1
0.58 | O=C(Nc1ccn(Cc2ccc(F)cc2)n1)c1ccncc1

A second format for 16 compounds above.
Compound | Cav3 T inh
Cc1cc(NC(=O)C2COc3ccccc3O2)no1 (stereo not given) | 0.68
CCOC(=O)C1CCCN(c2c(Nc3cc(C)cc(C)c3)c(=O)c2=O)C1 (stereo not given) | 0.54
CCOC(=O)N1CCN(C(=O)C2CCN(S(=O)(=O)c3ccc(Cl)cc3)CC2)CC1 | 0.13
CC(C)N1C(=O)/C(=C/c2nc3ccccc3c(=O)n2-c2ccccc2)c2ccccc21 | -0.22
CCOC(=O)C1=C(Nc2ccccc2)OCC1=O | 0.51
Fc1cnc(N2CCc3ccccc32)nc1N1CCc2ccccc21 | -0.045
CCOC(=O)c1sc(=S)n(-c2cccc(C(F)(F)F)c2)c1SC | -0.018
C[C@]12C=CC(=O)C=C1CC[C@@H]1C2=CC[C@]2(C)[C@@H](C(=O)CN3CCN(c4cc(N5CCCC5)nc(N5CCCC5)n4)CC3)CC[C@@H]12 | -0.41
Oc1c(Cl)cc(Cl)cc1CNc1ccc(Br)cn1 | 0.36
OCCN1CCN(C2Cc3cc(Cl)ccc3Sc3ccc(Cl)cc32)CC1 (stereo not given) (tested in a mixture with another compound) | -0.52
CCCN1CNC(=S)N(c2cc(C)ccc2C)C1 | 0.39
COc1cc(NS(=O)(=O)c2ccc(NC(=O)C34CC5CC(CC(C5)C3)C4)cc2)ncn1 | 1.4
Cc1nc(N2CCN(Cc3ccc4c(c3)OCO4)CC2)nc2c1C(=O)CC(c1ccco1)C2 (stereo not given) | -0.75
CC(C)Sc1nc2c(c(=O)n1C)SC(C)C2 (stereo not given) | 0.24
CCN1C(=O)c2ccccc2S(=O)c2ccc(C(=O)N3CCCC3)cc21 (stereo not given) | 0.61
CCOc1ccc(S(=O)(=O)N(C)C)cc1-c1nc2c(C(C)(C)C)nn(C)c2c(=O)[nH]1 | -0.34

The list goes on:
Cav3 T inh | compound
-1.9 | CCOC(=O)c1cnc(SC)nc1Sc1cc(Cl)ccc1Cl
-1.4 | CCC(Sc1nc2cc3c(cc2c(=O)n1Cc1ccco1)OCO3)C(=O)Nc1cccc(OC)c1 (stereo not given)
-0.6 | CC(C)C(NC(=O)OC(C)(C)C)C(=O)N1CCCC1C(=O)NC(Cc1ccccc1)C(N)=O (stereo not given)
-0.66 | Cc1cc(N2CCCCC2)n2ncc(-c3ccc(Cl)cc3)c2n1
1.1 | O=C(NCCN1CCOCC1)C1CCC(=O)N1Cc1ccc(F)cc1 (stereo not given)
-0.03 | Cc1ccc(N(C(=O)c2ccccn2)C2(C(=O)NC3CCCC3)CCCCC2)cc1
0.62 | O=C(Nc1cc(C(=O)N2CCOCC2)ccc1N1CCCC1)c1cccs1
0.58 | CCOc1c2ccc(C(=O)NCc3ccco3)cc2nn1CC
1.1 | CC(C)n1cc(/C=C2\NC(=O)N(c3cccc(Cl)c3)C2=O)c2ccccc21
0.22 | CCc1c(C)sc(NC(=O)c2cc(C3CC3)on2)c1C#N
0.88 | COc1cc2c(cc1OC)CN(Cc1cc(=O)n3cc(C)ccc3n1)CC2
0.14 | CN(CCCNC(=O)C1CCC(=O)N1Cc1ccc(F)cc1)c1ccccc1 (stereo not given)
-2.8 | O=C(CSCc1ccccc1)NNC(=S)Nc1cccc(Cl)c1Cl
0.18 | CCOC(=O)c1c(C)c(C(=O)N2CCCCCC2)c(C)n1C
0.1 | C/C=C(\C)C(=O)Nc1cccc(C2=NOC3(C2)C[C@H](C(N)=O)N(C(=O)CC#N)C3)c1 (stereo not given in full)
-0.1 | Cc1nn(-c2ccccc2)c(C)c1C(=O)OCC(=O)NCc1ccco1
0.32 | COc1ccc(-c2ccnc3nc(N4CCOCC4)nn23)cc1
-0.21 | CCc1nnc(NC(=O)c2cccc(S(=O)(=O)N3CCc4ccccc43)c2)s1
0.36 | Cc1cc(C)c2c(=O)[nH]n(C3CCOC(C)(C)C3)c2n1 (stereo not given)
-0.35 | COCCCNC(=O)CN1C(=O)CSc2ncccc21
0.7 | O=C(c1ccc(Cl)c(Cl)c1)N1CCCC1
1.8 | COc1ccc(CCNC(=O)C2CCN(c3ccc(N4CCOCC4)nn3)CC2)c(OC)c1
-0.057 | OC1CCN(c2c3c(nc4cc(-c5ccc(F)cc5)nn24)CCC3)CC1
-1.2 | O=c1nc(NC2CCCC2)ccn1Cc1cccc(Br)c1
-3.2 | Cc1ccc(C(=O)NNC(=S)NC(=O)c2ccc(Cl)cc2Cl)cc1

(listing goes on)
Cav3 T inh | compound
0.068 | CCOC(=O)N1CCC(NC(=O)Cc2cn(C)c3ccccc23)CC1
0.95 | CC(C)NCC(O)COc1cccc2ccccc12 (stereo not given)
-4.4* | O=C(CCn1c(=O)[nH]c2ccsc2c1=O)N(CCc1ccccc1)Cc1ccccc1
1.2 | Cc1ccc(C(=O)NC2CCN(C(=O)N3CCOCC3)CC2)cc1
-0.85 | CCOC(=O)c1cccc(N/C=C/C(=O)c2ccc(OC)c(OC)c2)c1
-0.13 | CC(C)[C@@H]1NC(=O)c2cc([N+](=O)[O-])cc(I)c2OCC[C@@H](C(N)=O)NC(=O)[C@H](CCC(=O)O)NC1=O
-10* | O=C1c2cccc3c(O)ccc(c23)C(=O)N1Cc1ccccc1
-3.2 | O=C(c1ccccc1)N1CCN(C2c3cccc4cccc(c34)C2NS(=O)(=O)c2ccccc2)CC1 (stereo not given)
0.26 | Cc1ccc(C)c(OCC(=O)Nc2cc(C)on2)c1
0.033 | Cc1cc(C)cc(C(=O)NC(CC(N)=O)c2ccc(NC3CCCCCC3)c([N+](=O)[O-])c2)c1 (stereo not given)
0.27 | COc1ccccc1OCC(=O)Nc1ccc(S(=O)(=O)NC(C)=O)cc1
0.97 | CCOC(=O)NC1(C(F)(F)F)C(=O)NC(C)=C1C(=O)OC (stereo not given)
1.8 | CCOC(=O)C1CCN(C(=O)CN(Cc2ccc(Cl)cc2)S(C)(=O)=O)CC1
-2.7 | O=C(Cn1ncc2c3ccccc3n(Cc3ccc(F)cc3)c2c1=O)N1CCN(c2ncccn2)CC1
-2.8 | CCCCn1nnc(NC(=O)COc2cc(C)ccc2C(C)C)n1
-0.93 | Oc1ccccc1-c1cc(-c2ccccc2Cl)[nH]n1
0.26 | COc1ccc2c(c1)CC1c3c(cc4c(c3-2)OCO4)CC[N+]1(C)[O-] (stereo not given)
0.022 | O=C(/C=C/c1cccs1)Nc1nc(-c2ccccc2)cs1
-0.013 | O=C(NCCn1cc(SCc2ccc(F)cc2)c2ccccc21)c1c(F)cccc1F
0.17 | NS(=O)(=O)c1ccc(NC(=O)N2c3ccccc3Sc3ccccc32)cc1
-1.5 | COc1ccc(CN2CCCCC2C(=O)Nc2ccc(OC)c(OCC(C)C)c2)cc1OC (stereo not given)
0.4 | CCC(=O)Nc1nc(C)c(Oc2ccccc2)c(=O)[nH]1
0.86 | Cc1ccc(/C=N/NC(=O)c2ccco2)s1
0.0016 | Cc1ccc(NC2=C(Cl)C(=O)OC2NC(=O)c2ccccc2)cc1 (stereo not given)
2.2 | C[C@@H]1C[C@@H]2O[C@H]2/C=C\C=C\C(=O)Cc2c(Cl)c(O)cc(O)c2C(=O)O1

Next results follow:
Cav3 T inh | compound
0.8 | CCSc1nnc(CNc2ccc(F)cc2)n1CC1CCCO1 (stereo not given)
0.59 | COc1ccc(C(=O)NNC(=S)NC2CCCCC2)cc1OC
0.3 | CCCOC(=O)CN1C(=O)c2ccccc2C1=O
-1.3 | N#CC(C(=O)OC1CCCCC1)c1nc2ccccc2nc1N1CCCCC1 (stereo not given)
-1 | O=C(CSc1ncnc2c1oc1ccccc12)Nc1cccc(F)c1
-1.3 | O=C(CSc1ncnc2c1oc1ccccc12)Nc1nc2ccccc2s1
-0.87 | CCC(=O)N1CCc2cc(Br)cc(S(=O)(=O)N3CCCCCC3)c21
-0.018 | FC(F)(F)c1cccc(-c2ccc(-c3csnn3)o2)c1
-1 | COc1ccc2c(c1)C(C)CC(C)(C)N2C(=O)CSc1ncn[nH]1 (stereo not given)
1.4 | CCC(C)NC(=O)C1CCN(S(=O)(=O)CC)CC1 (stereo not given)
0.99 | CS(=O)(=O)c1ccc2nc(NC3(C(F)(F)F)N=C4SCCN4C3=O)sc2c1 (stereo not given)
1.1 | COc1ccc(C(=O)N2CCN(S(=O)(=O)c3ccc(C)cc3C)CC2)cc1OC
0.43 | Cn1c(NCCCN2CCOCC2)nc2c1c(=O)n(Cc1ccc(Cl)cc1)c(=O)n2C
0.33 | CC1(C)CC(CC(=O)O)(c2ccc(Cl)cc2)CCO1 (stereo not given)
-0.074 | CC(C)=CCC/C(C)=C/CC/C(C)=C/CC/C(C)=C/CC1=C(C)C(=O)c2ccccc2C1=O
0.39 | Cn1c(C(=O)N2CCOCC2)cnc1Sc1ncc(C(F)(F)F)cc1Cl
-0.38 | Cc1ccc(-n2ncc3c(=O)n(CC(=O)N4CCN(c5ccccc5F)CC4)cnc32)cc1C
0.019 | CS(=O)(=O)N(CC(=O)Nc1ccc2c(c1)OCO2)c1ccc2c(c1)OCO2
-12* | COCCCNc1c2c3c(cccc3[nH]c1=O)C(=O)c1ccccc1-2
-0.091 | CCCC(C)C(=O)Nc1ccc2c(c1)OCCO2 (stereo not given)
-0.11 | Fc1ccccc1-c1nc(-c2ccc(Cl)cc2)no1
0.034 | Cc1ccc(S(=O)(=O)N(C)CC(=O)NC2CC(C)(C)NC(C)(C)C2)cc1
